Compound activity deposited in PubChem BioAssay by several laboratories.
ZTA DNA inh – ZTA (EBV) inhibition in EBNA-1 counter-screen; 320,000 compounds, 0.15% hits; ZTA-DNA binding, fluorescence polarization; AID 2234; inhibition, % at 11 µM; P03206; in the data active = inhibition above about 33%
Target sequence (P03206 whole entry, looked up): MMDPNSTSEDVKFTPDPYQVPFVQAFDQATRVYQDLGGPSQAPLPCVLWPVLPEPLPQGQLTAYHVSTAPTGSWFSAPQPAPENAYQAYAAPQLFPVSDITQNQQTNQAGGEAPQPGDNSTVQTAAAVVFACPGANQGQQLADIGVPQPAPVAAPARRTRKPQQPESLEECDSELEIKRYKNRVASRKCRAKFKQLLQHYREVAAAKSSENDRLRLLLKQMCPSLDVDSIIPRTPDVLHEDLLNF
core dimer inh – HCV core protein dimerization inhibition; TR-FRET GST/Flag-core106 dimerization, 1536-well; inhibition, % at 5 µM; 300,000 compounds, 0.33% hits; AID 1899;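 active = inhibition above the mean of all tested compounds plus 3 SD, set per screening campaign, cut at about 45% in these data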
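Assay system: GST-tagged and Flag-tagged HCV core protein residues 1-106 / Times: compound-protein-antibody incubation 4 h at 22.5 °C / Signal: time-resolved FRET, ex 340 nm, em 617 and 671 nm / Evaluation: % inhibition based on acceptor/donor emission ratio / Benchmarks: wells lacking GST-core106 and wells with excess unlabelled core106 / Repeats: singlicate, one well per compound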
CR mimetic SO – lowers age-related superoxide in aged yeast cells. S. cerevisiae aged cells, superoxide DHE fluorescence; active compounds read low. superoxide response (% of plate mean), % at 10 µM. 330,000 compounds, 0.18% hits. AID 2690;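 active = superoxide response under a set limit, about three screen SD below normal, cut at about 65% in these data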;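 note: yeast aged for seven days with compound at 30 °C before DHE staining; 100% = average MFI of all compound-treated wells on the plate with controls excluded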
EBNA-1 inhibitor – blocks EBNA-1 binding to DNA; 300,000 compounds, 0.34% hits; inhibition, % at 14.8 µM; EBNA-1 DNA binding, fluorescence polarization; AID 1950; in the data active = inhibition above about 28%
JMJD2C inh – human JMJD2C demethylase inhibition. Q9H3R0. GST-JMJD2C(1-420) H3K9me3 demethylation, DELFIA europium. inhibition, % at 2.35 µM. 330,000 compounds, 0.069% hits. AID 2099;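 active = more than half of a compound's replicate wells show inhibition beyond 50%, single wells judged on their own value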;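 note: signal counts dimethyl H3K9 product captured on neutravidin plate; 0% = median of DMSO wells and 100% = 0.3 times that DMSO median; strong numbers were not always called active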
Target sequence (Q9H3R0 1-420 limits assumed): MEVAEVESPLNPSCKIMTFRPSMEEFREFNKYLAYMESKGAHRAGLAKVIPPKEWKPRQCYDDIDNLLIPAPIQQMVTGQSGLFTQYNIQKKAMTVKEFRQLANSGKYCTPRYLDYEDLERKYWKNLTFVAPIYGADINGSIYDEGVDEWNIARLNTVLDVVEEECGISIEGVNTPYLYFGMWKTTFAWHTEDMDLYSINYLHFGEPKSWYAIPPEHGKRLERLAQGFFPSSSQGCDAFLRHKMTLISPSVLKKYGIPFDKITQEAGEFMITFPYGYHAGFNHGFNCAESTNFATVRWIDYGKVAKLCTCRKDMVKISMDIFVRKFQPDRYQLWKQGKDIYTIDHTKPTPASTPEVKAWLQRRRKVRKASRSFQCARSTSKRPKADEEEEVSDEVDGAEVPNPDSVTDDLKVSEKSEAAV
PP5 inh – blocks human protein phosphatase 5 activity; inhibition, % at 6.7 µM; AID 1987; purified PP5c, OMFP substrate fluorescence; 320,000 compounds, 0.18% hits;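 active = inhibition above the campaign's mean inhibition across all tested compounds plus 3 SD, cut at about 9.5% in these data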;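 note: 0% = DMSO only and 100% = 100 µM cantharidin control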
PP1 inh – PP1-alpha (human) inhibition in PP5 counter-screen; P62136; purified PP1alpha, OMFP fluorescence; inhibition, % at 6.7 µM; 320,000 compounds, 0.9% hits; AID 2235;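 active = inhibition above the mean inhibition of all tested compounds plus 3 SD, computed separately for each screening campaign, cut at about 15% in these data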
Target sequence (P62136 whole entry, looked up): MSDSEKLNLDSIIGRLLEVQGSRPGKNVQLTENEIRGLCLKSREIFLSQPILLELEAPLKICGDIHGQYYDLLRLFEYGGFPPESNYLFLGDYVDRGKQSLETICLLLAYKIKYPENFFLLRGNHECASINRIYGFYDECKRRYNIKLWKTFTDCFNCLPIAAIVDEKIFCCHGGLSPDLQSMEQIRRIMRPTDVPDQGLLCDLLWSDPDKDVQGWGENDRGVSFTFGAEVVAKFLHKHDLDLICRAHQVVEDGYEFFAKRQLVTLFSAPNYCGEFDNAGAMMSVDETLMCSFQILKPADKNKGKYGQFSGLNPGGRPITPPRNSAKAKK
TPT1 inhibitor – C. albicans TPT1 enzyme inhibition | inhibition, % at 5 µM | recombinant caTPT1, FP RNA substrate dephosphorylation | 300,000 compounds, 0.81% hits;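 active = inhibition above the mean of all tested compounds plus 3 SD, set per screening campaign, cut at about 24% in these data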;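 note: plate controls were DMSO alone for no effect and ferristatin control at 100 nM for full effect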
Fh CTSL1 inh – counter-screen for PFM18AAP inhibitors: inhibitors of F. hepatica cathepsin L1 | AID 1906 | 300,000 compounds, 0.49% hits | inhibition, % at 5.96 µM | recombinant F. hepatica cathepsin L1, Z-Leu-Arg-MCA fluorescence;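 active = inhibition above the mean of all tested compounds plus 3 SD, set per screening campaign, cut at about 17% in these data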;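 note: 0% = plate median of test compound wells and 100% = 1 µM Z-Phe-Ala-diazomethylketone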
Starred values were filed as active, the others as inactive; x = not tested or not shown. Compounds were not picked by outcome (roughly 3.1% active in at least one column).

SMILES	ZTA DNA inh	core dimer inh	CR mimetic SO	EBNA-1 inhibitor	JMJD2C inh	PP5 inh	PP1 inh	TPT1 inhibitor	Fh CTSL1 inh
CCOC(=O)C1=C(CN2CCSCC2)NC(=O)NC1c1ccc2c(c1)OCO2 (centres undefined)	-10	-2	84	3	2	0.5	-1	-2	-8
COc1ccc(C(=O)NCC(=O)NCC(=O)OCc2ccc(Cl)cc2)cc1	0	3	91	-10	-19	0.7	-4	-3	-11
CCOC(=O)N/N=C/c1c(C)nn(-c2cccc(C(F)(F)F)c2)c1Cl	3	-12	92	7	-1	4.0	1	-2	6
Cc1cc2[nH]c(=O)c(=O)[nH]c2cc1S(=O)(=O)NC1CCCCC1C (centres undefined)	-13	-4	103	-6	1	1.1	-5	-3	2
O=C(CCN1C(=O)/C(=C/c2ccccc2F)SC1=S)NCCCn1ccnc1	1	0	111	-7	-3	-1.0	1	0	3
COc1ccc(N2CCN(C(=O)/C=C/c3ccco3)CC2)cc1	-5	-2	77	2	-20	-1.1	-3	-1	-1
Cn1c(N)c(C(=O)CSc2nc3ccccc3c(=O)n2CCCN2CCOCC2)c(=O)n(C)c1=O	11	0	103	2	0	1.4	-2	3	-3
Cc1nccn1CC(=O)N/N=C/c1c[nH]c2ccccc12	-7	-2	94	4	14	3.2	-3	3	1
CN(C)CCNc1ccc(-c2nn(C)c(=O)c3ccccc23)cc1[N+](=O)[O-]	0	-2	106	-9	6	-3.0	0	-3	-2
COC(=O)C(NC(C)=O)(Nc1nc2ccc(C)cc2s1)C(F)(F)F (centres undefined)	-3	-10	106	-4	-6	3.8	0	1	-2
O=C(c1nn2c(C(F)(F)F)cc(-c3cccs3)nc2c1Cl)N1CCCc2ccccc21	12	16	97	13	2	1.1	-2	0	1
O=C(NC(=S)N1CCCc2ccccc21)c1ccc(Cl)cc1	-7	2	97	-10	-6	2.2	-3	0	-1
Cn1c(=S)n(/N=C/c2ccc3c(c2)OCO3)c2ccccc21	-4	11	96	-11	x	2.5	-5	-3	5
CCn1c(C)c(C)c2cc(C(=O)Nc3cccc(Cl)c3)ccc21	-4	27	127	-10	-14	-2.0	5	3	6
CC1(C)NC(=O)N(CCOCCOc2ccc3ccccc3c2Br)C1=O	6	4	83	0	-1	-0.7	1	1	-1

Compound profiles, as listed above:
Record of CN(C)CCNc1ccc(-c2nn(C)c(=O)c3ccccc23)cc1[N+](=O)[O-] : ZTA DNA inh: 0; core dimer inh: -2; CR mimetic SO: 106; EBNA-1 inhibitor: -9; JMJD2C inh: 6; PP5 inh: -3.0; PP1 inh: 0; TPT1 inhibitor: -3; Fh CTSL1 inh: -2
Record of CC1(C)NC(=O)N(CCOCCOc2ccc3ccccc3c2Br)C1=O : ZTA DNA inh: 6; core dimer inh: 4; CR mimetic SO: 83; EBNA-1 inhibitor: 0; JMJD2C inh: -1; PP5 inh: -0.7; PP1 inh: 1; TPT1 inhibitor: 1; Fh CTSL1 inh: -1
Record of Cc1nccn1CC(=O)N/N=C/c1c[nH]c2ccccc12 : ZTA DNA inh: -7; core dimer inh: -2; CR mimetic SO: 94; EBNA-1 inhibitor: 4; JMJD2C inh: 14; PP5 inh: 3.2; PP1 inh: -3; TPT1 inhibitor: 3; Fh CTSL1 inh: 1

Remaining list, next part.
SMILES	ZTA DNA inh	core dimer inh	CR mimetic SO	EBNA-1 inhibitor	JMJD2C inh	PP5 inh	PP1 inh	TPT1 inhibitor	Fh CTSL1 inh
Cc1cc(NC(=O)Cn2c(=O)n(Cc3ccccc3)c(=O)c3ccccc32)no1	-6	-4	78	9	-4	-3.4	0	1	3
O=C(O)c1ccc(NC2=C(N3CCOCC3)C(=O)c3ccccc3C2=O)cc1	12	-18	144	1	-6	7.6	-1	-5	33*
COc1cccc(N2CCN(Cc3nnnn3C3CCCCC3)CC2)c1	-14	2	86	-4	12	0.7	-3	-4	14
COc1cc(/C=C/c2nnc3c4ccccc4ncn23)cc(OC)c1OC	-10	-2	100	4	-4	5.6	-2	-2	2
O=C(O)CC(c1ccc(Cl)cc1)N1Cc2ccccc2C1=O (centres undefined)	-6	-12	93	-2	28	2.4	3	-3	3
CC(=N\Nc1ccc(Cl)cc1)/C(=N/O)C(=O)Nc1ccccc1	-7	-8	82	-7	5	3.6	0	-3	1
Cc1cccc(C)c1OCC(=O)NNC(=O)CNC(=O)c1ccc(OC(F)F)cc1	-2	x	117	x	17	1.3	2	x	x
COc1ccc(C2(C)NC(=O)N(CC(=O)Nc3ccc(Br)cc3F)C2=O)cc1OC (centres undefined)	9	-4	112	3	0	1.3	0	-1	-2
CC(=O)Nc1cccc(C(=O)OCC(=O)NNC(=O)c2ccc([N+](=O)[O-])cc2)c1	12	-5	103	8	0	-1.8	-2	-2	-12
N/C(=N\OC(=O)c1cc(-c2ccccc2)nc2ccccc12)c1ccccn1	3	7	118	4	-1	0.1	1	1	-18
O=C1Nc2ccccc2C12Nc1ccccc1S2 (centres undefined)	6	25	104	5	-5	-3.5	-4	4	0
COc1ccc(Cl)cc1NC(=O)C/C(C)=N/NC(=O)CC#N	-8	-6	91	12	140	-1.4	0	-1	-2
CCOC(=O)C1(Cc2cccc(OC)c2)CCCN(Cc2cc(OC)c(O)c(OC)c2)C1 (centres undefined)	-2	3	98	-11	10	2.2	1	0	0
CC(=O)NC(Cc1ccc(C)cc1)C(=O)NC1CCN(C(=O)c2ccc([N+](=O)[O-])cc2)CC1 (centres undefined)	-5	4	103	-7	-1	-1.0	-3	0	2
COc1cc(OC)nc(Oc2ccccc2C(=O)Oc2ccc(C)cc2)n1	18	5	86	8	-4	0.5	2	-1	2
CN(NC(=O)c1ccc(Cl)cc1)c1ncc(C(F)(F)F)cc1Cl	-5	0	98	-1	-7	-0.6	-4	1	-3
Cc1cc(NC(=O)CSC2=NS(=O)(=O)c3cc(F)ccc3N2)no1	7	0	84	1	-4	1.7	-5	-7	-5
Cn1nc([N+](=O)[O-])nc1Oc1ccccc1	4	1	109	4	17	0.7	1	1	-1
Cc1ccc(SCC(=O)OCC(=O)N(C)CC(=O)Nc2ccccc2Cl)cc1C	-12	3	108	-4	11	3.6	-4	-2	-11
CCC(C)C(=O)N1c2ccccc2C(=C2SC(C(=O)OC)=C(C(=O)OC)S2)C(=S)C1(C)C (centres undefined)	3	18	113	3	11	3.5	4	3	0
COc1ccc(CCNC(=O)/C(=C/c2cccnc2)NC(=O)c2ccccc2)cc1OC	7	2	81	-9	-5	-0.8	-4	1	0
CSCCC(NC(=O)COc1ccccc1)C(=O)NCc1cccs1 (centres undefined)	9	4	92	1	9	3.8	-7	6	1
Cc1nc2cc(C(=O)NCCN3CCOCC3)ccc2n1-c1ccc(F)cc1F	6	-7	85	6	-1	-1.6	-1	-4	3
CN(c1ccccc1)S(=O)(=O)c1ccc(C(=O)OCC(=O)NC(N)=O)cc1	6	0	138	-15	2	0.2	-6	-2	-15
COc1ccc(NC(=S)Nc2cccc(Cl)c2)cc1OC	-3	2	95	1	8	-0.3	-5	-2	-2
Cc1ccccc1OCCSc1nnc(-c2ccncc2)n1C	3	0	113	-3	6	4.9	0	3	-2
CCCCOc1ccc(C(=O)NCC(=O)NCc2ccccn2)cc1	-21	-6	112	-3	3	2.2	0	-4	2
Cn1c(=O)c2c(nc(NCc3ccccc3)n2CC(N)=O)n(C)c1=O	2	-4	78	-11	4	-2.8	0	0	1
CCOC(=O)c1ccccc1NC(=S)N1CC(C)CC(C)C1 (centres undefined)	-7	-2	92	8	9	-1.3	-1	0	-1
O=C(CCNS(=O)(=O)c1ccc(Cl)cc1)NCc1cccs1	0	0	96	-8	-9	-2.5	-1	1	-5

In the list so far, two have a COOH group.
SMILES	ZTA DNA inh	core dimer inh	CR mimetic SO	EBNA-1 inhibitor	JMJD2C inh	PP5 inh	PP1 inh	TPT1 inhibitor	Fh CTSL1 inh
O=C(O)c1ccc(NC2=C(N3CCOCC3)C(=O)c3ccccc3C2=O)cc1	12	-18	144	1	-6	7.6	-1	-5	33*
O=C(O)CC(c1ccc(Cl)cc1)N1Cc2ccccc2C1=O (centres undefined)	-6	-12	93	-2	28	2.4	3	-3	3

The listing continues:
SMILES	ZTA DNA inh	core dimer inh	CR mimetic SO	EBNA-1 inhibitor	JMJD2C inh	PP5 inh	PP1 inh	TPT1 inhibitor	Fh CTSL1 inh
NS(=O)(=O)c1ccc(CNC(=O)CNC(=O)c2ccc(F)cc2)cc1	-11	-6	92	-7	-1	3.5	-2	-2	5
C/C(NC1CCCC1)=C(/C#N)C(N)=O	-4	1	74	4	10	-1.8	-4	-2	1
CC(=O)Oc1ccc(OC(C)=O)c2c1CC(C)=C(C)C2	-7	-4	90	-1	-26	1.4	0	-1	-19
O=C(Nc1ccc(Cl)c(S(=O)(=O)N2CCOCC2)c1)C1CCC1	-3	x	102	x	7	0.7	7	x	x
CCCOc1ccc(-c2c(=O)n(O)c3ccccc3[n+]2[O-])cc1	-4	6	99	-5	-2	-1.1	2	6	-1
Cc1ccsc1/C=N/NC(=O)c1cc(-c2ccncc2)nc2ccccc12	-7	6	105	0	4	1.6	5	3	4
CCc1cc(C(=O)c2ccc(OC)cc2)c(N)s1	-3	-17	86	1	10	-0.7	4	7	4
Cc1ccc(-n2c(=O)c3sccc3n(CC(=O)NCC3CCCO3)c2=O)cc1F (centres undefined)	15	-4	102	-2	0	0.0	3	-5	-1
CCCc1cc(=O)oc2cc(C)cc(OCC(=O)NCc3ccccn3)c12	6	10	94	12	10	-2.6	-4	0	2
Fc1ccc(C2c3[nH]c4ccccc4c3CCN2Cc2cccn2-c2ncccn2)cc1 (centres undefined)	4	8	86	20	-6	0.1	-1	1	1
N#Cc1ccccc1OCC(=O)NC(=O)NC1CCS(=O)(=O)C1 (centres undefined)	-4	x	128	x	2	0.4	4	x	x
COc1ccc(CC(=O)Nc2cccc3c2CCCC3)cc1	-35	-5	102	-8	-8	-4.8	-1	-3	0
COc1ccc(-c2csc(N3CCN(Cc4ccc5c(c4)OCO5)CC3)n2)cc1	3	3	109	1	-1	1.0	-2	0	0
CN(Cc1cccs1)C(=O)Cn1cnc2ccccc2c1=O	-1	-4	73	-12	6	-0.8	9	1	3
COc1ccc(/C=C2\N=C(c3ccccc3)NNC2=O)cc1	-12	-5	106	-6	3	-0.6	0	-6	3
Cc1c(NC(=O)Nc2ccc(F)cc2F)c(=O)n(-c2ccccc2)n1C	-12	-1	94	-4	-12	0.7	-6	-5	2

Three structures already listed, arranged by length of the SMILES, smallest number first:
SMILES	ZTA DNA inh	core dimer inh	CR mimetic SO	EBNA-1 inhibitor	JMJD2C inh	PP5 inh	PP1 inh	TPT1 inhibitor	Fh CTSL1 inh
CCc1cc(C(=O)c2ccc(OC)cc2)c(N)s1	-3	-17	86	1	10	-0.7	4	7	4
COc1ccc(CC(=O)Nc2cccc3c2CCCC3)cc1	-35	-5	102	-8	-8	-4.8	-1	-3	0
Cc1c(NC(=O)Nc2ccc(F)cc2F)c(=O)n(-c2ccccc2)n1C	-12	-1	94	-4	-12	0.7	-6	-5	2
